# SARS 3CLpro inh – SARS-CoV 3CLpro protease inhibitors, primary screen, biochemical, quenched FRET; AID 1706, 2009; recombinant SARS-CoV 3CLpro, quenched FRET peptide cleavage; hit rate 0.14% among 290,000; Replicase polyprotein 1ab (Severe acute respiratory syndrome coronavirus), P0C6X7; inhibition, % at 6 µM; in the data active = inhibition above about 12%
# Rv3671c inh – Rv3671c serine protease inhibitors, primary screen, biochemical, fluorescence polarization, M. tuberculosis H37Rv; P9WHR9; inhibition, % at 5.96 µM; hit rate 0.048% among 320,000; in the data active = inhibition above about 38%;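 note: extracellular domain of Rv3671c used as enzyme; 0% = enzyme with DMSO and 100% = no enzyme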
# Target sequence (P9WHR9 whole entry, looked up, the tested form may be a part): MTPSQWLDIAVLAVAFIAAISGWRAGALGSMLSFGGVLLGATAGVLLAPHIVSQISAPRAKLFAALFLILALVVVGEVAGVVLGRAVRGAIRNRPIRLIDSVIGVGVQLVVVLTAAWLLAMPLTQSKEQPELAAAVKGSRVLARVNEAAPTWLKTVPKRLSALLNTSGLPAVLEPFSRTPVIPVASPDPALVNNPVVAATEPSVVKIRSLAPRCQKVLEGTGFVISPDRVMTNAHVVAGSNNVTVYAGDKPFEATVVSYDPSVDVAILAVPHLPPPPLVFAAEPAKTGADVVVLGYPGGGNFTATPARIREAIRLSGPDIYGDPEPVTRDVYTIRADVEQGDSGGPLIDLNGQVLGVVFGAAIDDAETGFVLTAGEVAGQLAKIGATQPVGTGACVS
# MazF activator – activators of E. coli MazEF toxin-antitoxin RNase, primary screen, biochemical, fluorescence, uHTS; hit rate 0.32% among 350,000; Endoribonuclease toxin MazF (Escherichia coli (strain K12)), P0AE70; activation, % at 20 µM; FAM/BHQ RNA-DNA oligo cleavage fluorescence, 5 h; in the data active = activation above about 50%
# Target sequence (P0AE70 whole entry, looked up): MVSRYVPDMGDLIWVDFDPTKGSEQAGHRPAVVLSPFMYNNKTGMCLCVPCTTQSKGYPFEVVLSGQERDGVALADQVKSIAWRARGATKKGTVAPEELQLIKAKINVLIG
# FBA Mtb inh – Mtb FBA enzyme inhibitors, primary screen, biochemical, fluorescence, strain H37Rv | purified M. tuberculosis FBA, fluorescence read-out | hit rate 2.3% among 360,000 | inhibition, % at 1 µM; in the data active = inhibition above about 27%;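 note: 0% = vehicle and 100% = reference inhibitor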
# DUSP3 inh – VHR1 phosphatase inhibitors, primary screen, biochemical, absorbance, uHTS; inhibition, % at 13.3 µM; AID 1654, 2009; hit rate 0.52% among 290,000; Dual specificity protein phosphatase 3 (Homo sapiens), P51452; recombinant VHR phosphatase, pNPP absorbance; in the data active = inhibition above about 50%; note: some compounds called inactive have numbers as strong as hits
# GDH-TPI counter – GDH-TPI coupling enzyme inhibitors, primary screen, artefact control for M. tuberculosis FBA inhibitor project, biochemical, absorbance, full deck; inhibition, % at 4.8 µM; GDH-TPI coupled enzyme counterscreen, NADH absorbance; AID 588335, 2011; hit rate 1.2% among 360,000; in the data active = inhibition above about 30%;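 note: 0% = DMSO wells and 100% = wells lacking the enzyme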
# Mtb UGM inh – M. tuberculosis UGM enzyme inhibitors, primary screen, biochemical, fluorescence polarization, single point | purified UGM, fluorescence polarization probe displacement | inhibition, % at 10 µM | hit rate 0.06% among 320,000 | UDP-galactopyranose mutase (Mycobacterium tuberculosis (strain ATCC 25618 / H37Rv)), …; in the data active = inhibition above about 10%, passing the limit was not always enough
# Target sequence (P9WIQ1 whole entry, looked up): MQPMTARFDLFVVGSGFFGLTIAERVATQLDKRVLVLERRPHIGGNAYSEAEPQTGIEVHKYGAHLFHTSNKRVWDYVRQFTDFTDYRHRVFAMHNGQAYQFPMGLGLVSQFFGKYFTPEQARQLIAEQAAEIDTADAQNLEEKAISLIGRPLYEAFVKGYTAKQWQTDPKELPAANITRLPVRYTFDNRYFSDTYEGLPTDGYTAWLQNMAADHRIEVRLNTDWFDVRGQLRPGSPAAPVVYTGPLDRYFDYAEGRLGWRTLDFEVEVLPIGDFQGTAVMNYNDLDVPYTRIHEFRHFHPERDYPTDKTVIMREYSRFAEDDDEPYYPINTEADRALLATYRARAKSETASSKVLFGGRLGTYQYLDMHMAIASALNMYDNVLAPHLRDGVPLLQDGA
# SSB-PriA inh – inhibitors of Klebsiella pneumoniae PriA binding to SSB C-terminal tail, primary screen, biochemical, AlphaScreen; PriA–SSB C-terminal tail interaction (Klebsiella pneumoniae); AlphaScreen SSBct-PriA binding, biotinylated peptide; inhibition, % at 33 µM; hit rate 0.6% among 430,000; in the data active = inhibition mostly above about 37%, no sharp cut-off; inactive = mostly below about 20%;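 note: plate controls were negative control peptide for no effect and reference peptide for full effect; strong numbers were not always called active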
# BH1578 lux ind – inducers of Vibrio cholerae quorum light production without autoinducers, primary screen, BH1578 luxS cqsA deficient, single point; V. cholerae BH1578 lux reporter, luminescence, 6 h; hit rate 0.16% among 350,000; activation, % at 18.7 µM; AID 588436, 2011; in the data active = activation mostly above about 9.7%, no sharp cut-off; note: not every result past the cut was called active; inactives centre near 0; reference of the scale not given here
# Mtb BioA inh – M. tuberculosis BioA enzyme inhibitors, primary screen, biochemical, plate reader, single point, HTS. AID 602481, 2012. purified M. tuberculosis BioA enzyme. inhibition, % at 9.99 µM. 7,8-diaminopelargonic acid synthase BioA (Mycobacterium tuberculosis). hit rate 0.096% among 360,000; in the data active = inhibition above about 40%
# * marks the source's active call; other numbers are inactive results; i = inactive; . = not tested or not shown. These rows are one share of the data; the hit share may differ from the screen's.
# Values in the order: GDH-TPI counter, SSB-PriA inh, FBA Mtb inh, DUSP3 inh, Mtb UGM inh, SARS 3CLpro inh, MazF activator, Mtb BioA inh, Rv3671c inh, BH1578 lux ind
- O=C(NC1CCCCC1)c1cccc(S(=O)(=O)N2CCOCC2)c1
    -3, -13, -1, 2, -1.6, 8, -1, 0.8, 2, i
- COc1ccccc1Cc1noc(COc2cccc(C)c2C)n1
    7, -45, -3, -1, -0.9, 0, -12, 1.6, 2, -3.6
- COc1cc(NC(=O)[C@@H]2CCCN2S(=O)(=O)c2cccc3cccnc23)cc(OC)c1OC
    1, -17, -1, ., 1.6, ., 7, 1.4, -3, i
- Cc1nc2nc(N)nn2c(C)c1C/C=C/c1ccccc1
    2, 2, -1, 17, 3.9, 1, -5, ., 0, -0.9
- CNc1ncnc2c1ncn2[C@H]1CN(CCOC)C[C@@H](CO)O1
    2, ., -2, ., ., ., ., -0.8, ., i
- COC(=O)Nc1snnc1C
    13, -16, 0, -2, -1.2, -1, 7, -1.6, -3, i
- Cc1ccc(N(C)C(=O)CCS(=O)(=O)c2ccc3c(c2)oc(=O)n3C)cc1
    -2, -17, 1, -32, -2.8, 4, 2, 25, -6, -0.3
- CCC(=O)c1cc2c(cc1NC(=O)c1cccs1)OCCO2
    14, -8, 2, -9, 0.7, 2, 1, -1.1, -10, i
- CC(=O)Nc1scc(C)c1-c1nc2ccccc2s1
    3, -2, 2, 4, -1.5, -2, 1, ., -7, -0.8
- COc1ccc(-n2c(CN3CCC(C(N)=O)CC3)nc3ccc([N+](=O)[O-])cc3c2=O)c(OC)c1
    22, -1, -1, -20, 2.3, 3, 0, ., 3, i
- CC1CC1C(=O)Nc1nc2ccc(S(C)(=O)=O)cc2s1 (configuration not stated)
    8, -6, 1, -11, -2.2, 5, -30, ., 8, -0.3
- CC(NC(=O)COC(=O)Cc1ccc(Cl)cc1)c1ccccc1 (configuration not stated)
    2, -10, 4, ., -1.8, ., 0, ., 4, .
- O=C(Cc1ccccc1)N/N=C/c1cc(Br)c(Br)o1
    8, ., -4, 8, 1.5, 4, -2, 1.7, -3, -0.2
- COc1ccccc1CC(Cc1nc2ccccc2[nH]1)c1nc2ccccc2[nH]1 (configuration not stated)
    -2, -2, 1, 25, -1.9, 0, 26, ., -11, -0.5
- Cn1cc(/C=N\NC(=O)C2COc3ccccc3O2)c2ccccc21 (configuration not stated)
    ., ., ., -4, 1.3, 2, ., ., -8, .
- O=C(Oc1ccc([N+](=O)[O-])cc1)C1CC(=O)N(c2ccc3c(c2)OCCO3)C1 (configuration not stated)
    18, -5, -7, ., 2.4, ., -3, -1.0, 3, 5.6
- Cc1ccc(N2CC(C(=O)Nc3ccc(N(C)C)cc3)CC2=O)cc1C (configuration not stated)
    8, 10, 0, ., 1.1, -6, -3, -1.8, 2, i
- C[C@H]1CCC[C@H](O)CCCCCc2cc(O)cc(O)c2C(=O)O1
    5, 4, 1, 22, 3.4, 4, 11, 0.8, -1, 0.3
- CSc1ncccc1C(=O)Nc1ccc(S(=O)(=O)NC2=NCCCCC2)cc1
    -6, -7, 2, 14, 3.7, 4, 2, -0.2, 0, i
- Cn1cc(CN2CCCC(CO)(Cc3cccc(Cl)c3)C2)cn1 (configuration not stated)
    13, 4, -1, 17, 0.5, 2, 7, 0.8, -4, -0.2
- Cc1cc(S(=O)(=O)N2CCOCC2)ccc1OCC(=O)Nc1ccc(F)cc1
    2, -10, 1, 23, 1.9, -5, 4, 1.5, -2, -0.2
- C=CCC1(Cc2ccsc2)C(=O)NC(=O)NC1=O
    -4, -3, 0, ., ., ., 2, ., ., i
- CC(=O)c1cccc(-c2csc3ncnc(Sc4nnnn4C)c23)c1
    5, ., 4, ., ., ., ., 1.0, ., -0.4
- S=C(NC1CCCCC1)N(CCc1nc2ccccc2[nH]1)C1CCCC1
    11, 13, -4, -4, 0.3, -9, -3, -1.0, -3, -6.2
- CN(Cc1ccccc1)Cc1ccccc1C(O)c1ccccc1 (configuration not stated)
    2, 4, 2, ., ., ., 4, ., ., i
- COc1ccccc1OCC(=O)Nc1ccc(S(=O)(=O)N(C)c2ccccc2)cc1
    -5, 4, 1, -29, 1.7, -2, 6, -0.6, -22, -1.7
- CC(=O)c1ccc(NC(=O)CN2C(=O)COc3ccc(Cl)cc32)cc1
    -8, -9, 0, 9, -0.5, 0, 7, 2.7, -4, -0.2
- Nc1cc(=O)[nH]c(SC/C=C/c2ccccc2)n1
    -12, -7, -1, 31, 3.2, 4, -2, ., -2, i
- COc1cc(NC(=O)CCc2nc(-c3cccs3)no2)cc(OC)c1OC
    1, -5, 7, 34, -2.4, -4, 11, ., 0, -0.4
- Oc1ccc(Br)cc1CNn1cnnc1
    0, -9, 2, 10, 1.2, 5, -8, -0.6, 1, i
- O=C(c1cccc([N+](=O)[O-])c1)c1ccc2[nH]c(=O)[nH]c2c1
    14, -15, -3, 25, 0.1, 4, 7, -0.3, 0, -1.8
- COCc1[nH]nc2c1C(c1ccsc1)C(C#N)=C(N)O2 (configuration not stated)
    -5, -19, -3, 32, -1.3, 0, 4, ., -5, -0.2
- COc1ccc([C@H]2/C=C\CN(S(=O)(=O)/C=C/c3ccccc3)[C@@H](C)C(=O)N2Cc2ccc(F)cc2)cc1
    7, -23, 4, ., 0.1, ., -2, -0.8, -12, i
- O=C(Nc1sc2c(c1C(=O)O)CCCC2)c1cccc(Cl)c1
    2, -4, 1, -7, -1.7, 8, -8, 2.6, ., i
- CCN(c1ccccc1)S(=O)(=O)c1ccc(Cl)c(C(=O)OCC(=O)NC(=O)C(C)C)c1
    -14, -7, -4, -2, 0.7, 3, 5, ., -2, -0.4
- CC/C(=N\N1CCCCCC1)c1c(O)n(-c2ccccc2C)c(=O)[nH]c1=O
    14, ., 1, -1, 0.1, 1, 2, ., 2, -0.6
- O=C(COc1ccc2ccccc2c1)Nc1cccc2c1C(=O)NC2=O
    ., ., ., 15, 3.8, 0, ., ., -5, .
- CC(=O)c1c(C)[nH]c(C(=O)COC(=O)COc2ccccc2F)c1C
    4, 1, 2, ., -1.9, ., 2, 1.5, -3, i
- Nc1ccc(NC(=O)c2cccs2)cc1
    4, 1, 0, 34, 1.6, -2, 9, ., -6, 0.9
- Cc1cc(-c2ccc(Cl)cc2)c(C#N)c(N)n1
    21, -7, 14, -7, -0.3, 6, -1, -0.4, -22, -0.7

# By substructure: those above with an aryl thioether with sulfur outside any ring (three)
# Values in the order: GDH-TPI counter, SSB-PriA inh, FBA Mtb inh, DUSP3 inh, Mtb UGM inh, SARS 3CLpro inh, MazF activator, Mtb BioA inh, Rv3671c inh, BH1578 lux ind
- CSc1ncccc1C(=O)Nc1ccc(S(=O)(=O)NC2=NCCCCC2)cc1
    -6, -7, 2, 14, 3.7, 4, 2, -0.2, 0, i
- CC(=O)c1cccc(-c2csc3ncnc(Sc4nnnn4C)c23)c1
    5, ., 4, ., ., ., ., 1.0, ., -0.4
- Nc1cc(=O)[nH]c(SC/C=C/c2ccccc2)n1
    -12, -7, -1, 31, 3.2, 4, -2, ., -2, i

# Later entries:
# Values in the order: GDH-TPI counter, SSB-PriA inh, FBA Mtb inh, DUSP3 inh, Mtb UGM inh, SARS 3CLpro inh, MazF activator, Mtb BioA inh, Rv3671c inh, BH1578 lux ind
- CCN1CCN(c2ncnc3c2c(-c2ccccc2)cn3-c2ccc(F)cc2)CC1
    -1, 11, -1, -23, 0.2, -1, -3, ., 1, -0.5
- C=CCn1c(SCC(=O)c2c(N)n(C)c(=O)n(C)c2=O)nc2sc(CC)cc2c1=O
    3, -7, 1, 28, -1.5, 0, 21, -2.5, 0, .
- O=S(=O)(c1ccc(Cl)cc1)N1Cc2ccccc2-n2nncc2C1
    2, ., 3, ., ., ., 11, -1.5, ., 1.0
- CC1(c2ccccc2)CC(C)(C)n2c(O)c(C3=NC(=S)NC3=O)c3cccc1c32 (configuration not stated)
    3, 0, 1, 34, 1.0, -3, 7, -0.8, -4, -4.8
- O=C(/C=C/c1ccc([N+](=O)[O-])o1)NNC(=O)c1ccc(F)cc1
    11, 5, -2, 14, 0.7, 1, 7, -2.0, -4, -0.2
- N/C(=N\OC(=O)CSc1ccccc1)c1cccc([N+](=O)[O-])c1
    -2, ., 0, 5, -0.6, 4, 5, ., -5, -0.5
- O=C(NN1C(=O)C2C3c4ccccc4C(c4ccccc43)C2C1=O)C1CC1 (configuration not stated)
    3, -3, 5, -3, -3.8, -1, 1, ., -6, i
- Cc1c(C)n(CC(O)CN2CCCCCC2)c2ccccc12 (configuration not stated)
    1, -28, 0, 32, -0.6, -1, 12, -0.7, 7, i
- Cc1cc(C)c(C(=O)Nc2ccc(S(=O)(=O)Nc3ccccn3)cc2)c(C)c1
    2, -10, 3, 27, -1.8, 2, 9, -3.6, 0, -0.3
- CSCC[C@H](NC(=O)N1CCn2c1nc1ccccc12)C(=O)N[C@@H](C(=O)O)c1ccccc1
    -1, -2, 2, 33, -3.0, 5, 3, -0.8, -7, -0.3
- COc1ccc(C2(CNC(=O)c3ccc(OCC(C)C)cc3)CCOCC2)cc1
    4, -15, 0, 35, -1.1, 3, -2, -2.7, -1, -0.7
- Cc1cc(C(=O)NCc2ccco2)sc1C
    1, 0, 1, ., 2.3, ., 3, -1.7, 5, -0.6
- Cc1c(NC(=O)Nc2ccc(Cl)cc2)c(=O)n(-c2ccccc2)n1C
    -7, -7, -3, 3, 0.8, 0, 8, -0.6, 7, -0.6
- CCN1CCC(O)(c2ccccc2)C(C(=O)c2ccccc2)C1 (configuration not stated)
    8, -28, 2, ., 4.4, 1, 8, ., -1, i
- COc1ccc(C2=Nn3c(nnc3-c3ccccc3F)SC2)cc1OC1CCCC1
    28, -6, -3, ., 1.6, ., -9, 2.1, -19, -0.4
- CC1CCc2c(sc3nc(CN4CCOCC4)nc(Sc4ccccc4)c23)C1 (configuration not stated)
    -9, -9, -1, 3, -8.3, -1, 11, -0.4, -4, -0.2
- Cc1ccc2sc(N(CCN(C)C)C(=O)/C=C/c3cccs3)nc2c1C
    17, 31, 0, -12, -4.6, -1, 6, -2.9, -14, -2.1
- CC(C)CC1(C)NC(=O)N(CC(=O)N2C(C)CCCC2C)C1=O (configuration not stated)
    7, 4, 2, ., -0.1, ., 5, -1.9, 1, i
- Cc1cc(C)nc(SCC(=O)Nc2nonc2N)n1
    -2, -5, -3, -22, 1.2, 1, -1, ., -3, 0.6

# Ordered by molecular weight (lowest first): part of the list above
# Values in the order: GDH-TPI counter, SSB-PriA inh, FBA Mtb inh, DUSP3 inh, Mtb UGM inh, SARS 3CLpro inh, MazF activator, Mtb BioA inh, Rv3671c inh, BH1578 lux ind
- Cc1cc(C(=O)NCc2ccco2)sc1C
    1, 0, 1, ., 2.3, ., 3, -1.7, 5, -0.6
- CC(C)CC1(C)NC(=O)N(CC(=O)N2C(C)CCCC2C)C1=O (configuration not stated)
    7, 4, 2, ., -0.1, ., 5, -1.9, 1, i
- COc1ccc(C2(CNC(=O)c3ccc(OCC(C)C)cc3)CCOCC2)cc1
    4, -15, 0, 35, -1.1, 3, -2, -2.7, -1, -0.7
- CC1CCc2c(sc3nc(CN4CCOCC4)nc(Sc4ccccc4)c23)C1 (configuration not stated)
    -9, -9, -1, 3, -8.3, -1, 11, -0.4, -4, -0.2
- COc1ccc(C2=Nn3c(nnc3-c3ccccc3F)SC2)cc1OC1CCCC1
    28, -6, -3, ., 1.6, ., -9, 2.1, -19, -0.4

# Assay outcomes: PubChem, several laboratories
